Screening data: PubChem BioAssay, several laboratories
PKA-R1A act: PKA-R1A complex activation; PKA-R1A dissociation, Cy5-IP20 fluorescence polarization; scaled: DMSO 0%, 113 µM cGMP 100%; activation, % at 11.4 µM; actives 0.083% (n = 340,000); AID 504707;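 active means percent activation above the mean of all tested compounds plus 3 SD, cut at about 19% in these data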;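 further: higher means more PKAc released from R1A so a rise in polarization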
HTR5A inv ctr: counter-screen for OPRM1-OPRD1 inverse agonists: human HTR5A inverse agonism; inhibition, % at 9.3 µM; P47898; actives 0.083% (n = 340,000); HTR5A cell line, luminescence; in the data active means inhibition mostly above about 23%, no sharp cut-off; inactive means mostly below about 18%;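 further: 0% = cells with DMSO and 100% = no-cell wells with DMSO; some compounds called inactive have numbers as strong as hits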
Target sequence (P47898 whole entry, looked up): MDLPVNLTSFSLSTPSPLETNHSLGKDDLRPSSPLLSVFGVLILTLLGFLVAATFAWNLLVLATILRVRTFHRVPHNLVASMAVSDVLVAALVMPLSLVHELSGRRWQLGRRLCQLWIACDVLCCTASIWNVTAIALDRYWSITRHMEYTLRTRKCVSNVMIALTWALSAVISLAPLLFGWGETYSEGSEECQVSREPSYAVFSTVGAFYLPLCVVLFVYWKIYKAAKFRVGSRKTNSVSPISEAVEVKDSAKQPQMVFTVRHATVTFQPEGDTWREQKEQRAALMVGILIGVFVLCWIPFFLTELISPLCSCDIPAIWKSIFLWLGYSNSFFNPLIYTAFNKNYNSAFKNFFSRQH
phage Ecoli inh: E. coli growth loss with phage present; growth absorbance; inhibition, % at 11.9 µM; actives 0.26% (n = 360,000); AID 651602; in the data active means inhibition above about 11%
DAGLB inh: diacylglycerol lipase beta (human) inhibition; Q8NCG7; HEK293T DAGLB membrane lysate, EnzChek fluorogenic substrate; inhibition, % at 5.17 µM; actives 0.059% (n = 340,000); AID 504411; in the data active means inhibition above about 34%;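 further: 0% = enzyme with vehicle and 100% = wells lacking enzyme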
HTR5A ag: HTR5A agonism, opioid heterodimer counter-screen. P47898. HTR5A agonist assay, luminescence, cell-based. activation, % at 9.3 µM. actives 0.61% (n = 340,000). AID 504692; in the data active means activation mostly above about 9.5%, no sharp cut-off; inactive means mostly below about 7.6%;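 further: 0% = cells with vehicle only and 100% = reference agonist; strong numbers were not always called active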
SUMO Mot1 rescue: SUMOylation pathway inhibition by Mot1-301 growth rescue | S. cerevisiae Mot1-301 growth rescue, ATP luminescence, 38.5C; percent above DMSO median, 100 means doubled | AID 2716 | actives 1% (n = 320,000) | growth rescue, % at 18.8 µM;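 active means every valid replicate shows activation above 250% relative to neutral control wells; inactive means the rest, any valid replicate at or below 250%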;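 further: OY570 slx delta 5 strain wells were the positive control but not used for scaling; some compounds called inactive have numbers as strong as hits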
CDK5 inh: inhibitors of human CDK5/p35 kinase; Q00535+Q15078; Recombinant CDK5/p35, ADP-Glo luminescence, 60 min; inhibition, % at 10 µM; actives 0.01% (n = 330,000);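 active means highest replicate inhibition of at least 50% and at least 75% of replicates reaching 50%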;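 further: plate controls were DMSO neutral control for no effect and GW8510 at 10 µM for full effect; many of its hits are not listed in these tables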
PKA-R2B activ: PKA-R2B complex activation. P22694+P31323. PKA-R2B holoenzyme dissociation, Cy5-IP20 fluorescence polarization; R2B truncated from residue 108, S112A mutant; 0% DMSO only, 100% 113 µM cGMP. activation, % at 11.4 µM. actives 0.079% (n = 340,000);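 active means activation above a cutoff set at the mean over all compounds plus 3 SD, cut at about 18% in these data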;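 further: higher means more holoenzyme dissociation and a rise in polarization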
Target sequence (P31323 whole entry, looked up, other chains not shown, the tested form may be a part): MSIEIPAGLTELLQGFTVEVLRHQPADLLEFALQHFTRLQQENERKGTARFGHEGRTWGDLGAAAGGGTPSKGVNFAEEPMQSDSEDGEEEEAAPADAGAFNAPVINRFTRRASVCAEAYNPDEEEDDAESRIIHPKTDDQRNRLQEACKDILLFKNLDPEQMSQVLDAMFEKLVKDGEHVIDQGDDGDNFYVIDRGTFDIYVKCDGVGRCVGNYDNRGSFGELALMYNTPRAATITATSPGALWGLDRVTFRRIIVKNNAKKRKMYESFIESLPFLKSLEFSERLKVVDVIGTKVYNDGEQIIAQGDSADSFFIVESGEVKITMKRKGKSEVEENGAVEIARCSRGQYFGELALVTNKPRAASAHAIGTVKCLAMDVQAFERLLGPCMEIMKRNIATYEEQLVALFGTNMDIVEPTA
E coli growth: reduces bacterial viability in AddAB counter-screen; AID 449728; inhibition, % at 11.9 µM; E. coli V3065 growth, OD600 absorbance, 18 h; actives 0.27% (n = 330,000);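 active means inhibition above the campaign's mean inhibition across all tested compounds plus 3 SD, cut at about 9.9% in these data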;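 further: uninfected addAB+ strain grown without phage in ampicillin broth; 0% = DMSO wells and 100% = ciprofloxacin 0.95 µg/ml wells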
AddAB inh: less growth of phage-infected E. coli with AddAB; actives 0.29% (n = 330,000); E. coli expressing H. pylori AddAB, absorbance growth; AID 435030; inhibition, % at 11.9 µM; in the data active means inhibition above about 12%;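 further: 0% = vehicle wells of infected cells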
Tat transport: blocks Tat-dependent protein export in E. coli; E. coli MC4100 TorA-mCherry Tat export, fluorescence; actives 0.036% (n = 340,000); AID 488895; inhibition, % at 10 µM;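 active means mean replicate inhibition at least 50% and at least half of replicates individually reaching 50%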;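 further: exported cargo escapes ClpAP degradation while cytoplasmic cargo is degraded and loses fluorescence; 0% = median of neutral control wells and 100% = median of NaSCN control wells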
Active calls of the source: *; · = no result given. Not a hit list; 2.3% or so of the library scored in one or more.

SMILES | PKA-R1A act | HTR5A inv ctr | phage Ecoli inh | DAGLB inh | HTR5A ag | SUMO Mot1 rescue | CDK5 inh | PKA-R2B activ | E coli growth | AddAB inh | Tat transport
CC1=C(C(=O)Nc2ccccn2)C(c2ccc3c(c2)OCO3)C2=C(CC(C)(C)CC2=O)N1 (stereo unspecified) | -4 | -17 | 3.5 | 0 | 3 | -10 | -5.5 | 10 | -1.9 | 0.4 | 5
COc1ccc(C(=O)C(Cc2cc(C(C)=O)ccc2OC)N2CCCC2)cc1 (stereo unspecified) | 2 | 6 | 1.4 | -1 | 4 | 164 | 0.8 | 5 | 2.9 | 1.6 | 7
CCNc1nnc(SCC(=O)NC2CCCCCC2)s1 | -3 | 10 | -2.7 | 0 | -4 | · | 2.3 | -2 | · | · | -6
COc1ccc(-c2csc(NC(=O)c3ccccc3NS(=O)(=O)c3ccc(C)cc3)n2)cc1 | 0 | -3 | 3.7 | 11 | 1 | 6 | -1.4 | -11 | 0.9 | -1.0 | 5
Cc1ccccc1COc1cccc(/C=N/NC(=O)c2nnn(-c3nonc3N)c2C)c1 | -9 | -12 | 0.6 | -2 | -1 | -1 | 1.8 | -11 | 0.2 | 2.2 | -3
CNC(=O)/C(=C\c1ccco1)NC(=O)c1ccco1 | -3 | 9 | 4.5 | -1 | -3 | -14 | -2.6 | -6 | -1.1 | -2.0 | -7
CCOC(=O)c1ccc(NC(=O)Nc2ccon2)cc1 | 0 | -3 | 5.1 | -4 | 1 | -19 | 0.2 | -9 | -1.6 | 3.1 | 24
COc1ccc(Cl)cc1S(=O)(=O)N1CCCC(C(=O)N2CCOCC2)C1 (stereo unspecified) | -13 | -2 | 1.0 | 0 | 1 | -23 | -1.2 | -11 | 3.2 | 0.8 | -7
CCOC(=O)CSC1=C(C#N)C(c2ccc(Cl)cc2)CC(=O)N1 (stereo unspecified) | -4 | -8 | 1.9 | 1 | 3 | 187 | 1.2 | -10 | 0.9 | -0.4 | -4
COCC(C)NC(=O)c1cc(-c2ccccc2OC)on1 (stereo unspecified) | 3 | -20 | 3.0 | -1 | -4 | -7 | 0.9 | -5 | -2.7 | -0.9 | -1
O=C(CN1CCCCCCC1)N/N=C/c1ccccc1F | -8 | 0 | 0.0 | 0 | 2 | 8 | -1.5 | -8 | -0.2 | 3.4 | -10
O=C(O)C1CC=CCC1C(=O)NCc1ccc2c(c1)OCO2 (stereo unspecified) | 5 | 16 | 1.9 | 2 | 4 | -2 | -6.1 | -10 | -1.3 | 4.5 | 7
COc1ccccc1C(c1nnnn1CCc1ccccc1)N1CCCCCC1 (stereo unspecified) | -2 | -1 | 1.3 | -10 | -3 | 10 | 0.8 | 2 | -0.5 | -0.7 | 13
CCN(CC)S(=O)(=O)c1ccc2c(c1)nc(SCn1nnc3ccccc3c1=O)n2CC | -5 | 7 | 0.0 | 0 | -3 | -8 | 2.7 | 10 | 1.4 | -0.8 | 0
Cc1ccc(S(=O)(=O)N2CCC(C(=O)NCCCN3CCCC3=O)CC2)cc1 | -7 | -7 | -0.2 | 0 | 2 | -11 | -1.1 | 2 | -1.5 | 0.6 | 4
COc1ccc(CC(=O)OCC(=O)Nc2ccc(Cl)cn2)cc1 | 0 | -1 | 1.9 | -3 | -3 | · | 3.7 | 2 | 0.8 | 1.4 | 2
Cc1ccc(-c2cc(C(=O)Nc3nn[nH]n3)c3ccccc3n2)c(C)c1 | -9 | -14 | 0.6 | 2 | -3 | -17 | -1.4 | -8 | 1.3 | 0.8 | 8
COc1ccc(OC)c(S(=O)(=O)NCc2cccnc2)c1 | 14 | 2 | 3.4 | -2 | 1 | 2 | 0.2 | 4 | -0.3 | 2.1 | 1
CC1(C)Cc2c(cnn2-c2cccc(F)c2)C(NC(=O)c2csnn2)C1 (stereo unspecified) | -1 | -14 | 1.1 | -2 | 4 | -3 | -1.6 | -5 | -1.4 | 3.3 | 3
CC/C(=N\NC(=O)c1ccc(Br)cc1)c1ccccc1 | -5 | -29 | 0.1 | -4 | 1 | 77 | 0.2 | -8 | -3.2 | -1.4 | -7
Cc1ccc(C(=O)Nc2ccc3c(c2)CCC3)o1 | -1 | 11 | 3.7 | -3 | -3 | -6 | 1.2 | 1 | 1.5 | 3.0 | -4
O=C(NCCN1CCOCC1)c1cc(-c2ccc(F)cc2)nc2ccccc12 | -8 | 2 | -1.3 | -4 | -3 | 23 | -0.9 | -17 | 1.5 | -2.0 | -4
COc1ccc(S(N)(=O)=O)cc1C(=O)OCC(=O)N1CC(=O)Nc2ccccc21 | -16 | -7 | 4.5 | 1 | 5 | · | -0.4 | -7 | · | · | -4
CCOc1ccc(-c2cccc(NC(=O)c3cccs3)c2)nn1 | 2 | -26 | 4.5 | -1 | 5 | 4 | 1.5 | -4 | 0.0 | 1.3 | 6
O=C(C(=O)N1CCN(c2cccc(Cl)c2)CC1)N1CCCCC1 | 8 | -3 | 3.8 | 0 | 2 | 294 | -1.8 | 2 | -1.2 | 5.5 | -1
CN(CCc1ccccc1)C1CCCN(S(=O)(=O)N(C)C)C1 (stereo unspecified) | -1 | 5 | 0.8 | -2 | -1 | -4 | 0.1 | 5 | 0.2 | 2.2 | 1
O=C(O)CCn1c(SCc2ccccc2)nc2ccccc21 | -7 | -2 | 3.7 | -1 | -3 | -9 | -0.3 | -9 | -0.1 | 2.1 | -2
O=c1[nH]c2cc(Cl)cc(Cl)c2[nH]c1=O | -1 | 16 | 1.2 | -1 | 0 | 20 | -0.7 | -6 | -0.4 | -1.1 | 11
Cc1ccc(-n2c(SCC(=O)NCC3CCCO3)nc3ccccc3c2=O)cc1 (stereo unspecified) | 6 | 6 | 1.4 | -1 | -3 | -10 | 1.1 | 8 | 0.2 | 0.0 | -4
O=C(NCc1ccc(F)cc1)c1cc(-c2ccncc2)nc2ccccc12 | -5 | -13 | -0.5 | -3 | 4 | 106 | -0.8 | -8 | -1.6 | 3.6 | -4

2 successive entries from above, for reference:
SMILES | PKA-R1A act | HTR5A inv ctr | phage Ecoli inh | DAGLB inh | HTR5A ag | SUMO Mot1 rescue | CDK5 inh | PKA-R2B activ | E coli growth | AddAB inh | Tat transport
COc1ccc(CC(=O)OCC(=O)Nc2ccc(Cl)cn2)cc1 | 0 | -1 | 1.9 | -3 | -3 | · | 3.7 | 2 | 0.8 | 1.4 | 2
Cc1ccc(-c2cc(C(=O)Nc3nn[nH]n3)c3ccccc3n2)c(C)c1 | -9 | -14 | 0.6 | 2 | -3 | -17 | -1.4 | -8 | 1.3 | 0.8 | 8

(next part)
SMILES | PKA-R1A act | HTR5A inv ctr | phage Ecoli inh | DAGLB inh | HTR5A ag | SUMO Mot1 rescue | CDK5 inh | PKA-R2B activ | E coli growth | AddAB inh | Tat transport
O=C(NCCN1CCOCC1)/C(=C/c1ccccc1)NC(=O)c1ccccc1 | 1 | -14 | 2.2 | 0 | 1 | 5 | 0.6 | -9 | 2.6 | 0.3 | 6
O=C(NCc1ccco1)C1CC(O)CN1C(=O)Nc1ccccc1 (stereo unspecified) | -3 | -14 | 2.0 | 1 | 5 | -1 | -1.1 | 6 | -0.8 | 3.5 | -9
O=C(COC(=O)Cc1ccc(F)cc1)NCCc1ccccc1 | 0 | -12 | 3.1 | -3 | 0 | 10 | 0.0 | -4 | 1.6 | 2.4 | 4
CCCCc1nnc(NC(=O)Cc2ccc(OC)c(S(=O)(=O)N3CCOCC3)c2)s1 | 2 | 6 | -0.1 | 4 | -2 | -16 | 0.4 | -2 | 1.1 | -0.9 | -5
O=C(O)C1CSC2(c3ccc(Br)cc3)CCC(=O)N12 (stereo unspecified) | 4 | 9 | 3.2 | 0 | -3 | 0 | 2.2 | 8 | -0.4 | 1.7 | -6
CC(C)COP(=O)(c1ccc(N(C)C)cc1)C(Nc1ccccc1)c1cccnc1 (stereo unspecified) | 7 | -6 | 2.6 | 5 | 6 | -14 | -2.3 | 9 | 0.7 | 3.2 | 5
CCc1nc(Nc2ccc(O)cc2)c2oc3ccccc3c2n1 | -8 | 1 | 1.6 | 0 | 0 | -2 | -0.1 | -1 | -1.7 | -0.2 | -5
CN1CCN/C1=C(/C(Cl)=C(Cl)Cl)[N+](=O)[O-] | -1 | -2 | 1.5 | 0 | 1 | 2 | -1.6 | 5 | -0.3 | 1.5 | -20
CC(C)C1C(c2ccccc2)N(C)C(c2ccccc2)CC1(O)c1ccccc1 (stereo unspecified) | 0 | -3 | 3.2 | -10 | 0 | 379* | 0.6 | -4 | 6.0 | 1.2 | 13
CCOc1cccc(-c2c(C(=O)N/N=C/c3ccc(C)o3)nnn2-c2nonc2N)c1 | -9 | 16 | 3.1 | 2 | 3 | 60 | 1.6 | 3 | -2.7 | 1.8 | -1
CCCCCn1c(=O)[nH]c2cc(C(=O)O)ccc2c1=O | -5 | -17 | 3.5 | 1 | 5 | -14 | 1.0 | -12 | 0.4 | 2.0 | 24
CC(=O)N1CC(=O)N(OCc2ccccc2)C1c1ccc(Cl)cc1Cl (stereo unspecified) | 2 | 0 | -1.0 | 2 | 0 | -23 | 1.4 | 3 | 3.0 | 0.0 | -8
O=C(NCCc1ccccc1)c1ccc(NC(=O)C2CCCC2)cc1 | -5 | 15 | 3.9 | -4 | -4 | · | 1.1 | -6 | · | · | 7
Cc1cc(Cl)ccc1OC(C)C(=O)OCC(=O)Nc1ccc2[nH]c(=O)[nH]c2c1 (stereo unspecified) | -1 | 0 | 2.8 | 1 | 0 | 16 | 0.4 | 4 | 1.1 | 0.1 | 6
COc1cccc(-c2nc(CS(=O)CC(=O)NCc3ccc(F)cc3)c(C)o2)c1 (stereo unspecified) | -8 | -7 | 2.7 | 1 | 0 | 6 | -0.7 | -5 | 2.4 | 2.9 | -12
CC1CCN(C(=O)COC(=O)c2ccc(Cl)nc2)CC1 | -2 | 18 | 1.2 | 2 | -7 | -8 | 0.1 | -15 | 0.7 | 1.0 | -2
CC(C)CCNC(=O)CN(CC1CCCO1)C(=O)CCC(=O)Nc1nccs1 (stereo unspecified) | -11 | -19 | 0.7 | -4 | 3 | 87 | -0.2 | -1 | -1.0 | 1.3 | -4
O=C(C=Cc1ccccc1)NCCNC(=O)C=Cc1ccccc1 | 3 | -1 | 3.2 | -2 | 0 | · | 1.1 | -7 | · | · | -7
COc1cc(C)ccc1OCC(=O)Nc1nnc(C2CC2)s1 | -7 | 9 | 1.3 | -10 | 5 | 2 | -7.6 | -9 | 0.9 | 1.3 | -7
Cc1ccc(C)c(NC(=O)CN2C(=O)NC(C)(c3ccc4c(c3)OCCO4)C2=O)c1 (stereo unspecified) | -2 | 5 | -1.1 | 0 | -2 | -17 | -0.4 | 4 | -1.2 | -0.4 | 0
COC(=O)c1ccc(NC(=O)Cn2nc(C(=O)Nc3ccc(C)cc3)ccc2=O)cc1 | 3 | 12 | -2.1 | 3 | -1 | 12 | 0.6 | 8 | -0.6 | -1.5 | 2
CCn1cc(C(=O)O)c(=O)c2cc(F)c(N3CCN(C(=S)NC(=O)c4ccc(F)c(F)c4)CC3)cc21 | 2 | -5 | 99* | -5 | 3 | 10 | 3.9 | -1 | 98* | 98* | 91*
COc1cccc(NC(=O)Nc2ccc(CC(=O)O)cc2)c1 | -8 | -9 | 5.0 | 2 | 3 | 32 | 0.3 | -6 | 0.9 | 0.9 | -1
